ANO1 activ – TMEM16A chloride channel activators or potentiators, primary screen, cell-based, HTS | B-score at 10 µM | Anoctamin-1 (Mus musculus), Q8BHY3 | 340,000 compounds, 0.3% hits | HEK293 TMEM16A/YFP-H148Q/I152L, iodide quench fluorescence; stronger effect = lower value;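 active = fluorescence-ratio B-score plate-corrected deviation score at least 3 library SD below zero, with starting fluorescence score within 5 deviations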;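 also: channel opened by trigger with iodide after compound preincubation; score built on the fluorescence ratio of max minus min over baseline; more negative score means more quench and so TMEM16A activation or potentiation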
TMEM16A inh – TMEM16A chloride channel inhibitors, primary screen, cell-based, HTS; HEK293 TMEM16A/YFP iodide influx fluorescence, ionomycin; normalized B-score (activity score, 25-100; higher = stronger inhibition) at 10 µM; 310,000 compounds, 1.2% hits;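 active = ratio plate-corrected score three or more library SD toward inhibition, starting fluorescence score within five deviations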;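 also: score derived from kinetic fluorescence span divided by baseline fluorescence per well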
KCNK3 block – human KCNK3 channel inhibitors, primary screen, CHO cells, FluxOR thallium flux, B-score; Potassium channel subfamily K member 3 (Homo sapiens), O14649; FluxOR fluorescence; stronger effect = lower value; B-score at 10 µM; 340,000 compounds, 0.84% hits; AID 602410, 2012;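 active = B-score under library mean minus 4 SD, starting fluorescence ratio at most library mean plus 5 SD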;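 also: more negative B-score means stronger inhibition of thallium flux through KCNK3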
MrgX1 ag – agonists of human MrgX1 receptor, primary screen, HEK293 cells, Fluo-4 calcium flux | Fluo-4 calcium fluorescence, agonist mode; stronger effect = higher value | B-score at 10 µM | 310,000 compounds, 0.44% hits | AID 588627, 2011;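 active = calcium response B-score plate-corrected fluorescence ratio at least 3 library SD, with starting fluorescence B-score inside 5 SD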
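Material: MrgX1-expressing HEK293 cells / Dosing: compound as first of three additions / Incubation: overnight seeding, then 1 h dark dye loading / Signal: Fluo-4 NW calcium fluorescence / Evaluation: B-scored fluorescence response ratio / Benchmarks: positive and negative control wells on each plate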
MrgX1 PAM – positive allosteric modulators of MrgX1, primary screen, HEK293 cells, Fluo-4 calcium flux. AID 588675, 2011. B-score at 10 µM. FDSS; stronger effect = higher value. 310,000 compounds, 0.63% hits;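 active = plate-corrected calcium response at least 3 library SD above typical, normal starting fluorescence, not activating the receptor alone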;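 also: compound read alongside a low EC10 to EC30 dose of BAM8-22 agonist; peak minus trough fluorescence over baseline measured at the second addition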
KCNQ1 act – potentiators or activators of KCNQ1 channel, primary screen, cell-based, thallium flux, high-throughput; Potassium voltage-gated channel subfamily KQT member 1 (Homo sapiens), P51787; CHO-K1 KCNQ1, thallium flux FluxOR fluorescence; stronger effect = higher value; B-score at 10 µM; 310,000 compounds, 0.35% hits; AID 2648, 2010;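 active = fluorescence ratio B-score, a plate-corrected score, at least three library SD, with initial intensity B-score within 5 SD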
Target sequence (P51787 whole entry, looked up): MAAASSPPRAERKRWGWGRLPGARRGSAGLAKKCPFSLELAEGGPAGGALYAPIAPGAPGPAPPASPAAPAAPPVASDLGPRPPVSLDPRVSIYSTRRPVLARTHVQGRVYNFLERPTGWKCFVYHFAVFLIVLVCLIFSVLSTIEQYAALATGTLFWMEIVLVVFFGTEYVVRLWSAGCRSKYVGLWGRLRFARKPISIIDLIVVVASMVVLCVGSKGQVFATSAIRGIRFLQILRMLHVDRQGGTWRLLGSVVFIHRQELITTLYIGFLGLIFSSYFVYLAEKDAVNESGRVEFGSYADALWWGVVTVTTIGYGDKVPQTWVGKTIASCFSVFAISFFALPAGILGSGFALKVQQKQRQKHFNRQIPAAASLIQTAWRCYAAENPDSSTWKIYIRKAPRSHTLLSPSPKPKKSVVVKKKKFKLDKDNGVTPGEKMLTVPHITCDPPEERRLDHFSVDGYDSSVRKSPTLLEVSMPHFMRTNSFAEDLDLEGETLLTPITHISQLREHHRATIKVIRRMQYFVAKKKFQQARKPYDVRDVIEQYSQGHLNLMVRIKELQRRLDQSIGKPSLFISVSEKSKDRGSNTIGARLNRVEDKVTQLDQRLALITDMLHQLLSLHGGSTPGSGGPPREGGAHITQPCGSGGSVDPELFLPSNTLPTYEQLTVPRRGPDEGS
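assay system = CHO-K1 cells stably expressing KCNQ1 | medium = assay buffer, equal DMSO in all wells | timing = 37 °C overnight plating, 90-min dark dye load, 20-min compound pretreatment | measured by = kinetic FluxOR thallium fluorescence, 10-s 1-Hz baseline, 110-s post-stimulus read | measure = fluorescence change relative to baseline, converted to B score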
RGS4 inh – RGS4 inhibitors, primary screen, cell-based, HEK293 M3R inducible RGS4, calcium flux | Regulator of G-protein signaling 4 (Homo sapiens), P49798 | Fluo-4 calcium flux; stronger effect = higher value; triggered by carbachol at its EC20 | B-score at 10 µM | 310,000 compounds, 0.45% hits;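 active = B-score, a plate-corrected calcium signal, over three deviations above library mean, with baseline fluorescence within five deviations of library mean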;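 also: RGS4 expression induced by doxycycline in cells with stable M3 receptor; B-score is computed from the integrated fluorescence ratio over baseline after carbachol; higher B-score means a larger calcium signal and so more RGS4 inhibition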
hERG rescue – hERG rescue from dofetilide block, primary screen, cell-based, CHO-hERG, FluxOR thallium flux, dofetilide IC70; Voltage-gated inwardly rectifying potassium channel KCNH2 (Homo sapiens), Q12809; dofetilide IC70 present; activation (rescue from dofetilide block), less the hit threshold, % at 10 µM; 310,000 compounds, 0.51% hits;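 active = activation above the mean of controls blocked by dofetilide plus 5 SD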;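 also: thallium influx through hERG after potassium depolarization seen as dye fluorescence rise; in these data hits start at about 4.7%; inactives centre near -7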
KCNQ1 inh – inhibitors of human KCNQ1 channel, primary screen, cell-based, thallium flux, high-throughput; Potassium voltage-gated channel subfamily KQT member 1 (Homo sapiens), P51787; CHO-K1 KCNQ1, FluxOR thallium flux fluorescence; stronger effect = higher value; B-score at 10 µM; 310,000 compounds, 1.3% hits; AID 2642, 2010;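 active = compounds whose thallium flux B-score, printed positive for inhibition, exceeds three library SD while starting fluorescence stays within three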;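 also: channel opened by potassium depolarization with thallium stimulus after 20 min compound exposure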
RGS4 act – RGS4 potentiators or activators, primary screen, cell-based, HEK293 M3R inducible RGS4, calcium flux; carbachol calcium flux Fluo4; stronger effect = lower value; B-score at 10 µM; 310,000 compounds, 0.92% hits; AID 463111, 2010;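 active = B-score of the integrated calcium signal more than 4 SD below the library mean, with starting fluorescence not abnormally high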;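 also: negative B-score means reduced calcium response which marks RGS4 activation or potentiation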
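Assay system: HEK293 FlpIn-TREx cells, stable M3R, doxycycline-inducible RGS4 / Probe or stimulus: carbachol, ECmax concentration / Times: overnight RGS4 induction, 30 min dye load 37 °C, 20 min compound RT / Signal: kinetic calcium fluorescence imaging with Fluo4-AM dye, 2 µM / Measure: Agonist-evoked peak-minus-minimum fluorescence over baseline, integrated ratio, B score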
KCNK9 block – KCNK9 potassium channel inhibitors, primary screen, HEK293 cells, thallium flux; Potassium channel subfamily K member 9 (Homo sapiens), Q9NPC2; FluxOR thallium flux fluorescence; stronger effect = lower value; B-score at 10 µM; 310,000 compounds, 1.2% hits; AID 488922, 2010;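 active = ratio B-score over 3 SD below the library mean, with starting fluorescence within 5 SD of its mean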;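 also: negative B-score means less thallium flux so channel inhibition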
Target sequence (Q9NPC2 whole entry, looked up): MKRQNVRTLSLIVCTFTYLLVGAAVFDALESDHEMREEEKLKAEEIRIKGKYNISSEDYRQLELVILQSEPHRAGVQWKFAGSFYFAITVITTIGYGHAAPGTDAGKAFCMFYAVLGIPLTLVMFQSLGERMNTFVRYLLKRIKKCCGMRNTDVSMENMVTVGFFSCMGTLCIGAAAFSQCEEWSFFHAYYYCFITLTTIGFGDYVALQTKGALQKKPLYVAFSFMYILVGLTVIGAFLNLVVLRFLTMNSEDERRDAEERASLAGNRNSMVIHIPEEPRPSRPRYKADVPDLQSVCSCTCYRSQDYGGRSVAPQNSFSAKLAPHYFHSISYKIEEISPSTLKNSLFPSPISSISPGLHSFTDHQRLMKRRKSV
Numbers without * were called inactive; i = inactive; / = not tested or not shown.

Each structure is followed by: RGS4 act, RGS4 inh, KCNQ1 inh, KCNK9 block, MrgX1 PAM, TMEM16A inh, hERG rescue, MrgX1 ag, KCNQ1 act, KCNK3 block, ANO1 activ
CCSc1nnc(-c2ccccc2NC(C)=O)c(=O)[nH]1
  i, i, i, i, i, i, -7, i, i, i, i
Cc1cc(Cl)ccc1NC(=O)CCC(=O)O
  i, i, i, i, i, i, -9, i, i, i, i
O=C(COC(=O)c1cc(=O)[nH]c2ccccc12)NC(=O)c1ccccc1
  i, i, i, i, i, i, -8, i, i, i, i
CC(=O)Nc1ccc(S(=O)(=O)Nc2ccc(C(=O)NCC(=O)O)cc2)cc1
  i, i, i, i, i, i, -14, i, i, i, i
CCOc1ccccc1NC(=O)CCCc1nc2ccccc2c(=O)[nH]1
  i, i, i, i, i, i, -11, i, i, i, i
CCN1CCN(C(=O)Cn2ncc3c([nH]c4ccccc43)c2=O)CC1
  i, i, i, i, i, i, -12, i, i, i, i
COc1ccccc1N1CCN(C2CCCN(C(=O)c3ccsc3)C2)CC1 (centres undefined)
  i, i, i, i, i, i, -13, i, i, i, i
CC(=O)Nc1cc2nc(C)n(Cc3ccccc3[N+](=O)[O-])c2nc1C
  i, i, i, i, i, i, -11, i, i, i, i
O=C(NCC(=O)N(c1ccc2c(c1)OCCO2)C(C(=O)NC1CCCC1)c1ccco1)c1ccco1 (centres undefined)
  i, i, i, i, i, i, -8, i, i, i, i
CCn1c(C)nc2cc(C(=O)N/N=C/c3ccc(O)c(O)c3O)ccc21
  i, i, i, i, /, /, -3, /, i, i, i
CC(C)CNC(=O)COc1ncnc2sccc12
  i, i, i, i, i, i, -6, i, i, i, i
COC(=O)c1ccc(COc2ccc(F)cc2)o1
  i, i, i, i, i, i, 0, i, i, i, i
CCOC(=O)CNC(=O)c1cn(C)c(=O)c2cc(OC)c(OC)cc12
  i, i, i, i, i, i, -6, i, i, i, i
COc1ccc2c(c1)OC(O)(C(F)(F)C(F)F)CC2=O (centres undefined)
  i, i, i, i, i, i, -2, 80*, i, i, i
Cc1ccc(NC(=O)CSc2cn[nH]n2)cc1
  i, i, i, i, i, i, -7, i, i, i, i
Cc1cccc(N/C(=N/S(=O)(=O)c2ccccc2)c2ccccc2)n1
  i, i, i, i, i, i, -6, i, i, i, i
Cc1ccccc1NC(=S)NC(=O)/C=C/c1ccco1
  i, i, i, i, i, i, 1, i, i, i, i
CCCC(C(=O)Nc1cc(S(=O)(=O)N2CCOCC2)ccc1OC)c1ccccc1 (centres undefined)
  i, i, i, i, i, i, -6, i, i, i, i
COc1ccc(-c2noc(C3CCCN(C(=O)c4ccc(F)cc4)C3)n2)cc1 (centres undefined)
  i, i, i, i, i, i, -6, i, i, i, i
Cn1c(=O)c2ncn(CC(=O)NCCOc3ccccc3)c2n(C)c1=O
  i, i, i, i, i, i, -9, i, i, i, i
COC(=O)c1ccc(NC(=O)CSc2nnc(-c3ccncc3)n2N)cc1
  i, i, i, i, i, i, -17, i, i, i, i
CC(C)CC(NC(=O)/C(=C/c1ccco1)NC(=O)c1ccc(Br)o1)C(=O)O (centres undefined)
  i, i, i, i, i, i, -2, i, i, i, i
Cc1nn2c(NCCN(C)C)c3c(nc2c1-c1ccccc1)CCC3
  i, i, i, i, i, i, -10, i, i, i, i
Cc1ccc(CSc2nnc3c(n2)OC2(Nc4ccccc4-3)C(=O)Nc3ccc(F)cc32)cc1 (centres undefined)
  i, i, i, i, i, i, 2, i, i, i, i
COc1ccc(OC)c(S(=O)(=O)NCC(c2ccc3c(c2)OCO3)N2CCOCC2)c1 (centres undefined)
  i, i, i, i, i, i, -9, i, i, i, i
CN(C)S(=O)(=O)Oc1ccccc1C(=O)Nc1ccc(F)cc1
  i, i, i, i, i, i, -8, i, i, i, i
O=C1NCC(COc2cccc3ccccc23)O1 (centres undefined)
  i, i, i, i, i, i, -7, i, i, i, i
O=C(CSc1nnc2c(n1)[nH]c1ccc(F)cc12)Nc1ccccc1F
  i, i, i, i, i, i, -3, i, i, i, i
CC1CCCCN1C(=O)c1cc(F)c(F)cc1Cl (centres undefined)
  i, i, i, i, i, i, 1, i, i, i, i
CCCc1cc(=O)[nH]c(SCC(=O)N(C)Cc2ccccc2)n1
  i, i, i, i, i, i, -5, i, i, i, i
CC1=C(C(=O)OC(C)(C)C)C(c2cccs2)NC(=O)N1 (centres undefined)
  i, i, i, i, i, i, -8, i, i, i, i
Cc1ccc(Cl)cc1N1CCN(S(=O)(=O)c2ccc3[nH]c(=O)ccc3c2)CC1
  i, i, i, i, i, i, -4, i, i, i, i
O=C(CC(SCCO)c1ccc2c(c1)OCO2)c1ccco1 (centres undefined)
  i, i, i, i, i, i, -8, i, i, i, i
O=C(Nc1ccccc1)C1=C[C@@H](c2coc3ccccc3c2=O)C[C@@H](OCCCCO)O1
  i, i, i, i, i, i, -16, i, i, i, i
O=S(=O)(c1ccc(N2CCOCC2)nc1)N1CCOCC1
  i, i, i, i, i, i, -9, i, i, i, i
Cc1cc2ccccc2nc1SCC(=O)Nc1nc(-c2ccccc2)cs1
  i, i, i, i, i, i, -5, i, i, i, i
CCn1c(COc2ccccc2C)nnc1SCC(=O)Nc1ccc2c(c1)OCCO2
  i, i, i, i, /, /, -7, /, i, i, i
COc1ccc(CC(=O)OCC(=O)NC(=O)NC(C)C)cc1
  i, i, i, i, i, i, -7, i, i, i, i
CCn1c(C)nnc1SCC(=O)Nc1ccccc1Cl
  i, i, i, i, i, i, -9, i, i, i, i
Cc1cccc(CC(=O)NC2CCS(=O)(=O)C2)c1 (centres undefined)
  i, i, i, i, i, i, -12, i, i, i, i
CS(=O)(=O)c1[nH]nc(-c2ccccc2)c1C#N
  i, i, i, i, i, i, -5, i, i, i, i
Cc1ccc(C(=O)C(C)OC(=O)c2nc(Cl)ccc2Cl)cc1 (centres undefined)
  i, i, i, i, i, i, -15, i, i, i, i
Cc1ccc(C)c(CSc2nnc(CCN)o2)c1
  i, i, i, i, i, i, -10, i, i, i, i
COc1ccc(/C=C(/NC(=O)c2ccccc2Cl)C(=O)O)cc1
  i, i, i, i, i, i, -5, i, i, i, i
CCc1ccc(N(C(=O)CNC(=O)c2ccco2)C(C(=O)NC2CCCC2)c2ccncc2)cc1 (centres undefined)
  i, i, i, i, i, i, -7, i, i, i, i
c1ccc(COc2ccc(CN3CCN(c4ccccn4)CC3)cc2)cc1
  -8.3*, i, i, i, i, i, -21, i, i, i, i
CCOC(=O)C1CCN(C(=O)CN(c2ccc(OC)cc2)S(=O)(=O)c2c(C)nn(C)c2C)CC1
  i, i, i, i, i, i, -6, i, i, i, i
COc1ccc(OC)c(CCNC(=O)c2cccc(NC(=O)C3=C(C)OCCS3)c2)c1
  i, i, i, -8.2*, i, i, -22, i, i, -11*, i
O=C(NCCCN1CCOCC1)c1cc(-c2ccc3c(c2)OCO3)nc2ccccc12
  i, i, i, i, i, i, -5, i, i, i, i
CCC(=O)Nc1nnc(Cc2ccccc2)s1
  i, i, i, i, i, i, -7, i, i, i, i

(further entries)
Each structure is followed by: RGS4 act, RGS4 inh, KCNQ1 inh, KCNK9 block, MrgX1 PAM, TMEM16A inh, hERG rescue, MrgX1 ag, KCNQ1 act, KCNK3 block, ANO1 activ
COc1ccc(Cc2nnc(NC(=O)c3cccs3)s2)cc1OC
  i, i, i, i, i, i, -15, i, i, i, i
COc1ccccc1NS(=O)(=O)c1cc(C(=O)NCc2ccco2)ccc1C
  i, i, i, i, i, i, -18, i, i, i, i
CCc1ccc(/C=N/NC(=O)c2ccccn2)cc1
  i, i, i, i, i, i, -4, i, i, i, i
CCOC(=O)c1ccc(S(=O)(=O)N2CCN(c3ccccn3)CC2)cc1
  i, i, i, i, i, i, -4, i, i, i, i
Cc1ccc(-c2csc(NC(=O)c3cccc(N4C(=O)CCC4=O)c3)n2)o1
  i, i, i, i, i, i, -10, i, i, i, i
O=C(NC1CCCCCC1)C1CCN(S(=O)(=O)c2cccc3cccnc23)CC1
  i, i, i, i, i, i, -1, i, i, i, i
Cc1ccc(C)c(Cn2c(=O)c3c(nc4n3CCN4Cc3ccco3)n(C)c2=O)c1
  i, i, i, i, i, i, -15, i, i, i, i
Cc1cccc(NC(=O)CSc2nc3nc4c(cc3c(=O)n2-c2ccccc2)CCCC4)c1
  i, i, i, i, i, i, -6, i, i, i, i
NC(=O)Nn1c(CCC(=O)O)ccc1-c1ccc(Br)cc1
  i, i, i, i, i, i, -6, i, i, i, i
CC(C)c1ccc(OCc2nc(-c3ccccn3)no2)c(Br)c1
  i, i, i, i, i, i, -4, i, i, i, i
O=C(O)c1cccc(NN=C2c3ccccc3-c3ccccc32)c1
  i, i, i, i, /, /, -25, /, i, i, i
O=C(Nc1ccc(-c2noc(-c3cccs3)n2)cc1)c1cccnc1
  i, i, i, i, i, i, -1, i, i, i, i
Cc1noc(/C=C/c2ccco2)c1S(=O)(=O)N1CCC(C(=O)Nc2ccc(Cl)cn2)CC1
  i, i, i, i, i, i, -12, i, i, i, i
COc1ccc(-c2coc3cc(OC)cc(O)c3c2=O)cc1
  i, i, i, i, i, i, -6, i, i, i, i

Compound activity (PubChem)
